# Bioassay records as filed in PubChem.
# D1 antag: Antagonist of Human D 1 Dopamine Receptor: qHTS. HEK293 TREx D1 cells, calcium flux, dopamine EC80; hits give low values. activity change, negative = inhibition, % at 10 µM. hit rate 3.2% among 360,000. AID 504652, 2011; in the data active means activity change below about -30%; further: on the % scale 0 is the no-effect control and ±100 the full control effect
# Target sequence (P21728 whole entry, looked up): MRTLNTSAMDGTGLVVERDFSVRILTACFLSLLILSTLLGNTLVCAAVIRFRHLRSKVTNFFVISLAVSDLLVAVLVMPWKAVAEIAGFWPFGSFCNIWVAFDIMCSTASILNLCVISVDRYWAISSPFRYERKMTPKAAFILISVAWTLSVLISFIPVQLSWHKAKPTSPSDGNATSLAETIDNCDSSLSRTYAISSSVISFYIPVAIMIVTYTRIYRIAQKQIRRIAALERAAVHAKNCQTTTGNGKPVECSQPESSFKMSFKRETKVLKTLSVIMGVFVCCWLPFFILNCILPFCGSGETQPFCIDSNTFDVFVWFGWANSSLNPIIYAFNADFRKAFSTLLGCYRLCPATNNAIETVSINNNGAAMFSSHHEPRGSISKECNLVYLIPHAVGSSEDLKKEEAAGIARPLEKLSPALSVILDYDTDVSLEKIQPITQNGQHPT
#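 Antagonism measured as reduced calcium response to an EC80 dopamine addition following 180 s compound pre-read; cells were inducible HEK293 Trex D1 plated overnight at 30 C, read kinetically at 1 cycle/sec.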
# D1 PAM: Potentiators of Human D1 Dopamine Receptor: qHTS; hit rate 0.036% among 360,000; D(1A) dopamine receptor (Homo sapiens), P21728; AID 504651, 2011; potentiation, % at 10 µM; HEK293 TREx D1 cells, calcium flux, dopamine EC20 potentiation; in the data active means potentiation above about 30%; further: 0% is about no effect
# D1 agonist: Allosteric Agonists of the Human D1 Dopamine Receptor: qHTS. D(1A) dopamine receptor (Homo sapiens), P21728. HEK293 T-REx D1 cells, calcium flux, agonist mode. activation, % at 2 µM. hit rate 1% among 360,000; in the data active means activation above about 30%; further: 0% is about no effect
#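 Tetracycline-induced HEK293 TREx D1 cells, force-coupled to calcium signalling, were dye-loaded with a no-wash calcium kit. Compound was pin-added after a 10 s baseline. Fluorescence was read kinetically at 1 cycle/s for 180 s, with calcium rises flagged as agonism.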
# Vif-A3F inh: qHTS for Inhibitors of Vif-A3F Interactions: qHTS; hit rate 0.2% among 390,000; Potency, µM (titrated, usually from 46.1 µM), without a hit: at the highest dose activity, negative = active; HeLa A3F-eYFP + Vif (tagged APOBEC3F with the HIV-1 protein that degrades it), YFP fluorescence increase; AID 602313, 2012; further: potency means the concentration at half of the fitted maximal effect; % of control where 0% means no effect; nearly all actives have a fitted effect of over 65% in size
#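 HeLa cells stably expressing Vif plus C-terminally eYFP-tagged A3F were seeded, incubated overnight at 37 deg C, dosed with compound, incubated overnight again at 37 deg C. Yellow fluorescence (Ex 488/Em 500-530) reported blocked Vif-mediated A3F-eYFP degradation.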
# LDHA block: qHTS assay for inhibitors of human lactate dehydrogenase; L-lactate dehydrogenase A chain (Homo sapiens), P00338; hit rate 0.15% among 480,000; purified LDHA, NADH/diaphorase-resazurin fluorescence; hits give low values; AID 1347041, 2019; activity change, % (values are at about 110 or 230 µM); in the data active means activity change below about -30%;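 further: plate controls were DMSO wells for no effect and wells without enzyme for full effect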
#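 LDH5 2 nM; NADH 0.06 mM, pyruvate 0.2 mM; 200 mM Tris pH 7.4, EDTA, Tween-20; 5 min RT. Detection: diaphorase 0.133 mg/mL + resazurin 37 µM, fluorescence ex540/em590 at 0 and 20 min; normalized to enzyme-free and DMSO wells.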
# GRP78 ERSR act: qHTS for Inducers of the Endoplasmic Reticulum Stress Response (ERSR) in Human Glioma: qHTS. U87-MG GRP78 promoter luciferase reporter, 16 h. Potency, µM, without a hit: top-dose activation, hits mostly activators. hit rate 0.02% among 420,000; further: potency means the concentration at half of the fitted maximal effect; series mostly up to about 76 µM; % of control where 0% means no effect; nearly all actives have a fitted effect of over 35% in size
#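 Stably transfected U87-MG glioma cells carrying a GRP78-based luciferase sensor; 16 h compound incubation. Luminescence end-point read 10 min after Bright-Glo addition at room temperature.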
# Vif-APOBEC3G blk: qHTS for Inhibitors of Vif-A3G Interactions: qHTS; HeLa A3G-eYFP + Vif (tagged APOBEC3G with the HIV-1 protein that degrades it), YFP fluorescence, overnight; hit rate 0.076% among 410,000; Potency, µM (titrated, usually from 46.1 µM), inactives show top-dose activity, negative = active, most hits filed as inhibitors; AID 602310, 2012;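 further: potency means the concentration at half of the fitted maximal effect; on the % scale 0 is the no-effect control and ±100 the full control effect; nearly all actives have a fitted effect of over 60% in size; hits raise eYFP signal because A3G escapes Vif-driven loss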
# Target sequence (Q9HC16 whole entry, looked up): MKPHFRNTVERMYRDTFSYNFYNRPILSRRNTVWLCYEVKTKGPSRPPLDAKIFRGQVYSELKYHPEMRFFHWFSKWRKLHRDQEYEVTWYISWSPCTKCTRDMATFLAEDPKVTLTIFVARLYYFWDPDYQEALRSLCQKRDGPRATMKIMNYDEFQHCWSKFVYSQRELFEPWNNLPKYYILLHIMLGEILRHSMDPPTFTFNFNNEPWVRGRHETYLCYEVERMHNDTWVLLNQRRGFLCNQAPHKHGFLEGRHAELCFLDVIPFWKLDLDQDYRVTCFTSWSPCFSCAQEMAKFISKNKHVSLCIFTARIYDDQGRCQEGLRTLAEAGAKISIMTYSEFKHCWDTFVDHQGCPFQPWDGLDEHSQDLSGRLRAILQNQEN
#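 Read-out is eYFP fluorescence (Ex 488/Em 500-530) from Vif-expressing HeLa A3G-eYFP cells; more signal means A3G escaped Vif-mediated degradation. Cells plated overnight, compound pinned in, incubated overnight at 37 deg C.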
# RXFP1 agonist: qHTS Assay for Agonists of the Relaxin Receptor RXFP1. Relaxin receptor 1 (Homo sapiens), Q9HBX9. HEK293T-RXFP1 cAMP TR-FRET, 30 min; response scale: percent of porcine relaxin response, buffer zero. Potency, µM (doses to about 57.5 µM), inactives show top-dose activation, usual class: activators. hit rate 0.3% among 370,000. AID 2676, 2010; further: potency means the concentration at half of the fitted maximal effect; on the % scale 0 is the no-effect control and ±100 the full control effect; nearly all actives have a fitted effect of over 60% in size; many of its hits are not listed in these tables
#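 HEK293 cells stably expressing RXFP1, treated 30 min at 37C with compounds plus PDE4 inhibitor Ro 20174; cAMP measured by HTRF TR-FRET. Normalized to buffer and 29 nM porcine relaxin; EC50 by Hill fit.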
# D2 PAM: HTS Assay for Positive Allosteric Modulators of the Human D2 Dopamine Receptor: Primary Screen for Potentiators. D(2) dopamine receptor (Homo sapiens), P14416. HEK293 T-REx D2, calcium flux, EC20 dopamine potentiation. potentiation, % at 10 µM. hit rate 0.34% among 340,000. AID 485347, 2010;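 active means potentiation over 3 SD above the plate norm, cut at about 30% in these data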; further: 0% is about no effect
#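 Potentiation of an EC20 dopamine calcium response measured kinetically over 180 s, after a preceding 180 s compound-only read flagging agonists. Cells: inducible Hek293 Trex D2 line, 4000/well, cultured overnight at 30 C before dye loading.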
# Active calls of the source: *; / = not tested or not shown. Unless noted, the call rests on the fitted dose curve; in most records, active means well fitted curve in the direction sought with a large enough effect; inconclusive means small, poorly fitted or top-dose-only effect, or another doubt; inactive means no such curve, though single readings can be large; an effect the other way counts as inactive or inconclusive. An excerpt (hit frequency here may not be typical).
SMILES,D1 antag,D1 PAM,D1 agonist,Vif-A3F inh,LDHA block,GRP78 ERSR act,Vif-APOBEC3G blk,RXFP1 agonist,D2 PAM
COc1ccc(/C=C(\NC(=O)c2cccs2)C(=O)NC(C)(C)C)cc1OC,41.1,-4.3,2.8,5.1%,-0.1,-2.4%,0.9%,2.0%,-7.7
CN(Cc1ccccc1)CC(O)COc1ccc(CNCc2cccnc2)cc1 (centres undefined),26.8,-4.5,6.6,-12.4%,0.2,-5.1%,-6.1%,-1.2%,-9.1
COc1ccc(-n2ncc(S(=O)(=O)c3ccccc3)c2-c2ccc(Cl)cc2)cc1,-44.0*,-4.2,9.6,3.1%,-8.3,-1.0%,0.1%,-0.7%,10.4
OCCN1CCN(CC#CCn2c3ccccc3c3ccccc32)CC1,-3.2,-2.4,4.1,-2.8%,0.2,-3.8%,-3.6%,-0.1%,-3.9
COc1cc(NC(=O)COC(=O)/C=C/c2ccc(O)c(OC)c2)cc(OC)c1,-13.7,-6.0,3.5,9.0%,-5.6,-4.8%,1.0%,1.6%,6.1
O=C(Nc1nc2c(s1)CCCC2)C1COc2ccccc2O1 (centres undefined),-6.2,0.0,2.4,0.9%,2.5,-10.0%,-2.9%,3.5%,-1.2
O=C(CN1C(=O)NC2(CCCCC2)C1=O)Nc1cc(C(F)(F)F)ccc1N1CCCC1,9.2,-4.5,3.0,2.7%,1.0,-3.5%,1.3%,-2.6%,-4.1
COc1ccc(/C=C/c2nc(C)c(-c3ccccc3)c(=O)[nH]2)cc1OC,6.6,-0.9,0.9,5.3%,-1.4,-1.3%,-3.5%,-3.7%,-1.4
O=C(OCCN1CCOCC1)c1ccccc1Cl,/,/,/,-13.2%,-9.4,0.9%,-0.4%,/,/
NC(=O)c1ccccc1NC(=O)/C=C/c1cccc(Cl)c1,-10.8,-6.1,0.5,-0.7%,0.0,6.3%,2.2%,3.3%,0.5
O=C1/C(=C/c2cccs2)SC(=S)N1CCCC(=O)N(CCO)c1ccccc1,-8.5,-1.5,5.1,-2.6%,-4.1,11.2%,-2.8%,0.5%,/
COC(=O)c1sccc1NC(=O)c1ccc(OC)c([N+](=O)[O-])c1,10.0,-1.4,2.7,2.1%,-8.6,-3.4%,1.5%,-1.5%,3.9

# Continued (4 carried over from the part before).
SMILES,D1 antag,D1 PAM,D1 agonist,Vif-A3F inh,LDHA block,GRP78 ERSR act,Vif-APOBEC3G blk,RXFP1 agonist,D2 PAM
O=C(OCCN1CCOCC1)c1ccccc1Cl,/,/,/,-13.2%,-9.4,0.9%,-0.4%,/,/
NC(=O)c1ccccc1NC(=O)/C=C/c1cccc(Cl)c1,-10.8,-6.1,0.5,-0.7%,0.0,6.3%,2.2%,3.3%,0.5
O=C1/C(=C/c2cccs2)SC(=S)N1CCCC(=O)N(CCO)c1ccccc1,-8.5,-1.5,5.1,-2.6%,-4.1,11.2%,-2.8%,0.5%,/
COC(=O)c1sccc1NC(=O)c1ccc(OC)c([N+](=O)[O-])c1,10.0,-1.4,2.7,2.1%,-8.6,-3.4%,1.5%,-1.5%,3.9
CC(C)[C@H]1COCCS(=O)(=O)N1Cc1ccccc1-c1cccc2c1oc1ccccc12,/,/,/,3.3%,-3.6,-2.6%,-0.8%,/,/
COc1ccc(-c2cc(C(F)(F)F)nc(SCC(=O)N3CC(C)OC(C)C3)n2)cc1OC (centres undefined),0.2,-1.6,0.4,1.6%,-7.6,-3.6%,1.4%,-2.0%,0.2
Cc1ccc(CNC(=O)CN2CCCN(Cc3ccc(F)cc3)S2(=O)=O)cc1,2.4,-0.3,3.9,1.3%,2.1,-2.6%,-1.3%,-1.7%,-4.9
CCn1c(SCC(=O)c2ccccc2)nnc1-c1cccs1,-3.9,-6.3,6.5,3.0%,0.5,4.1%,2.2%,2.4%,0.3
Fc1ccccc1N1CCN(c2c3c(nc4nncn24)CCC3)CC1,0.7,-1.9,5.6,1.3%,-6.8,0.8%,-0.1%,25.6%,1.8
Cn1c(=O)[nH]c(=O)c2c1nc(N1CCCCC1)n2C/C=N/NC(=O)c1cc(Br)ccc1O,-10.2,-11.8,10.8,2.7%,-1.8,8.4%,-7.1%,-1.2%,-6.9
Cc1ccccc1CNC(=O)CN1C(=O)C2CCCCN2c2ccc(C(=O)N3CCCC3)cc21 (centres undefined),5.8,-0.3,-0.3,1.9%,-8.7,-0.7%,2.5%,-2.8%,16.2
N#CC1(NC(=O)CN2CCc3ccccc3C2)CCCC1,-0.6,-3.4,1.3,4.6%,-10.7,-0.4%,-0.5%,2.8%,-31.8
COc1ccc2[nH]c(=O)c(CN(Cc3cccs3)S(=O)(=O)c3c(C)ccc4nsnc34)cc2c1,1.9,0.1,-0.6,-2.1%,3.4,-1.1%,5.2%,0.1%,-6.0
COc1ccc(C(=O)Cn2c(N3CCCCC3)nc3c2c(=O)n(C)c(=O)n3C)cc1OC,/,/,/,1.9%,-5.2,-2.1%,1.2%,/,/
CCN(CC(=O)NCC(=O)Nc1ccc(Br)cc1C)Cc1ccccc1,29.6,-2.8,4.3,0.7%,-7.7,-2.9%,-1.4%,1.2%,-12.9
COc1ccccc1NC(=O)C1CCN(C(=O)C2CC(=O)N(c3ccc(C)cc3)C2)CC1 (centres undefined),10.5,-5.8,1.3,12.7%,-1.1,-6.3%,0.0%,3.5%,-6.4
S=c1[nH]nc(-c2ccco2)n1/N=C/c1cccc(Cl)c1Cl,-8.2,-8.9,0.9,-14.4%,-12.8,-2.9%,-0.6%,0.1%,5.0
Cn1cc(CN2CCCCC2c2ccccn2)c(-c2ccc3c(c2)OCCO3)n1 (centres undefined),1.2,-3.4,1.3,10.5%,-0.2,-0.3%,-1.0%,-1.4%,3.1
O=C(Cn1ccc2ccccc2c1=O)NCC(=O)N1CCCCC1,17.9,1.9,-4.4,1.0%,-5.8,-4.5%,1.4%,1.0%,-2.2
CCN(CC(=O)NCc1ccc(F)cc1)C(=O)/C=C/c1ccc(OC)c(S(=O)(=O)NC(C)C)c1,6.5,-1.9,1.5,-2.0%,-2.3,-6.3%,2.82µM*,-4.1%,-8.3
O=C(Nc1cc(C(F)(F)F)ccc1N1CCOCC1)c1ccc[n+]([O-])c1,0.2,1.8,-2.8,1.8%,5.8,-5.6%,0.7%,-2.6%,0.0
Cc1cccc(NC(=O)CN2CCN(C(=O)c3oc4c(Cl)cccc4c3C)CC2)c1C,16.6,6.4,0.3,14.3%,0.6,-3.6%,0.9%,0.6%,3.6
CCCc1c(C)nc(N2CCN(c3ccc(F)cc3)CC2)[nH]c1=O,-30.5*,-1.4,13.0,1.1%,-2.8,-3.9%,0.5%,1.1%,-3.0
O=C(CSc1nnc(C23CC4CC(CC(C4)C2)C3)o1)Nc1ccc(N2CCOCC2)c(Cl)c1,2.1,0.1,4.8,-10.5%,-5.1,1.4%,-0.5%,-0.5%,-5.6
COc1ccc(Nc2ncc(C(=O)O)c3ccccc23)cc1,8.1,-3.6,0.0,-5.3%,1.9,-1.5%,1.6%,-2.1%,7.9
COc1ccc(C(=O)OCCN2CCOCC2)cc1OC,2.4,0.3,0.6,0.0%,0.1,-5.8%,2.9%,0.2%,3.0
CCN(CC)CC#Cc1ccc(C)cc1,-3.2,6.8,3.0,-17.7%,-3.8,-3.6%,0.8%,-2.6%,3.1
COc1ccc(NC(=O)C2CCN(S(=O)(=O)c3cccc4nonc34)CC2)cc1,-7.9,-5.5,-0.2,0.1%,-5.3,-6.6%,-1.3%,0.8%,0.0
COc1ccc(-c2nc(CS(=O)CC(=O)NCCc3ccccc3)c(C)o2)cc1OC (centres undefined),2.3,-1.1,1.7,-24.8%,-8.7,2.6%,-4.2%,0.8%,3.5
O=C(c1ccc(F)cc1)N1CCC(C(=O)N2CCN(S(=O)(=O)c3cccc(Cl)c3)CC2)CC1,-1.1,-6.8,0.5,9.0%,-2.2,-3.3%,0.2%,0.1%,0.5
CC1CCCC(NC(=O)COC(=O)c2cc3ccccc3oc2=O)C1C (centres undefined),/,/,/,2.0%,-0.9,8.1%,0.6%,/,/
Cc1cccc(NC(=O)c2cn(-c3ccccc3)nc2-c2ccccc2)c1C,-9.1,0.3,3.4,-11.3%,-5.1,-4.4%,11.5%,-0.1%,-2.3
CC(=O)Nc1ccc(NC(=O)C(C)OC(=O)C2CCN(S(=O)(=O)c3ccccc3C(F)(F)F)CC2)cc1 (centres undefined),5.6,1.0,2.6,8.2%,-4.8,-1.7%,-7.3%,0.8%,-8.8
Nc1cccc2c1C(=O)N(C(=O)c1ccc(Cl)c(S(=O)(=O)N3CCCCCC3)c1)C2=O,-5.7,5.2,13.2,-3.4%,-4.7,-2.1%,1.1%,3.9%,0.5
O=C(COc1ccc2c3c(c(=O)oc2c1)CCC3)NCc1cccnc1,4.9,-3.9,1.9,-3.3%,-1.1,-5.4%,-1.2%,2.1%,6.7
COCCN1CC(C(=O)NCc2ncccc2C)CCC1=O (centres undefined),13.2,4.4,6.1,-9.1%,-2.6,2.2%,-1.4%,2.6%,-3.3
O=C(O)CC(CC(=O)Nc1ccc2ccccc2n1)c1ccccc1 (centres undefined),8.7,-2.9,5.4,6.2%,-4.3,-0.8%,-2.4%,1.8%,-2.9
Cc1ccc2c(c1)C1(OCCO1)C(=O)N2,-0.4,-5.8,0.5,-2.1%,-19.8,-4.5%,-0.7%,-1.2%,/
